Source: PubChem
PriA SSB inh – blocks PriA binding to SSB C-terminal tail. AlphaScreen SSBct-PriA binding, biotinylated peptide. hit rate 0.6% among 430,000. inhibition, % at 33 µM. AID 1272365; in the data active = inhibition mostly above about 37%, no sharp cut-off; inactive = mostly below about 20%;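 note: plate controls were negative control peptide for no effect and reference peptide for full effect; strong numbers were not always called active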
Anthrax LF inh2 – inhibitors of Bacillus anthracis lethal factor protease. P15917. multiplex microsphere protease cleavage assay, LF. inhibition, % at 10 µM. hit rate 0.12% among 360,000; note: plate controls were buffer without enzyme for full effect and enzyme alone for no effect
MazF activator – MazEF (E. coli) toxin RNase activation. AID 504720. hit rate 0.32% among 350,000. P0AE70. activation, % at 20 µM. FAM/BHQ RNA-DNA oligo cleavage fluorescence, 5 h; in the data active = activation above about 50%
Target sequence (P0AE70 whole entry, looked up): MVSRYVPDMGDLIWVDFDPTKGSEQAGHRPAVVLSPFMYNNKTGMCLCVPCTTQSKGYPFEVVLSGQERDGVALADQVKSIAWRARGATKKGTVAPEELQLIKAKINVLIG
3CLpro inhibitor – SARS-CoV 3CLpro protease inhibition; recombinant SARS-CoV 3CLpro, quenched FRET peptide cleavage; inhibition, % at 6 µM; hit rate 0.14% among 290,000; AID 1706; in the data active = inhibition above about 12%
Rv3671c protease – inhibitors of M. tuberculosis serine protease Rv3671c. inhibition, % at 5.96 µM. hit rate 0.048% among 320,000. P9WHR9; in the data active = inhibition above about 38%;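 note: extracellular domain of Rv3671c used as enzyme; 0% = enzyme with DMSO and 100% = no enzyme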
Target sequence (P9WHR9 whole entry, looked up, the tested form may be a part): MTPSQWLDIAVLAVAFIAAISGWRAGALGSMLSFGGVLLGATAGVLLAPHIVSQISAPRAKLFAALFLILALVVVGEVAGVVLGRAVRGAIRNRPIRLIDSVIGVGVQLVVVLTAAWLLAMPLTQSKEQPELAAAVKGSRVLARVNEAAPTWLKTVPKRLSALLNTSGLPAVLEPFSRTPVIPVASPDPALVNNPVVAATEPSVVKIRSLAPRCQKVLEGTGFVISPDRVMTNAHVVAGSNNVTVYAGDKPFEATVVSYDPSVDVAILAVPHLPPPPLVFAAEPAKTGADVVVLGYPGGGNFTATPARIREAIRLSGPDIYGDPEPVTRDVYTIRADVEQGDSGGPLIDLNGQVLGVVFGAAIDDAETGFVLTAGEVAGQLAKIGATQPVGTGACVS
CCHFV vOTU inh – blocks the CCHF virus ovarian tumor domain protease. CCHFV vOTU protease, Pep-AMC fluorescence. inhibition, % at 11.5 µM. hit rate 0.55% among 370,000. AID 651958; in the data active = inhibition above about 30%; note: 0% = vehicle wells with enzyme and 100% = no enzyme wells
PrPC TRFRET – cell surface PrPC inhibition, primary TR-FRET screen | inhibition, % at 13.8 µM | TR-FRET read-out | hit rate 0.43% among 370,000 | AID 720596 | P04156; in the data active = inhibition above about 24%; note: 0% = median of the test wells and 100% = reference compound wells
BoNT F protease – blocks Botulinum neurotoxin F light chain protease | Multiplex microsphere protease cleavage assay, flow cytometry | AID 588497 | hit rate 0.22% among 360,000 | inhibition, % at 10 µM; in the data active = inhibition above about 35%, passing the limit was not always enough; inconclusive = no clear call, values can overlap the other calls; note: plate controls were buffer without enzyme for full effect and enzyme alone for no effect
VHR inh abs – inhibitors of human VHR1 phosphatase (DUSP3) | recombinant VHR phosphatase, pNPP absorbance | inhibition, % at 13.3 µM | hit rate 0.52% among 290,000 | AID 1654; in the data active = inhibition above about 50%; note: some compounds called inactive have numbers as strong as hits
Target sequence (P51452 whole entry, looked up): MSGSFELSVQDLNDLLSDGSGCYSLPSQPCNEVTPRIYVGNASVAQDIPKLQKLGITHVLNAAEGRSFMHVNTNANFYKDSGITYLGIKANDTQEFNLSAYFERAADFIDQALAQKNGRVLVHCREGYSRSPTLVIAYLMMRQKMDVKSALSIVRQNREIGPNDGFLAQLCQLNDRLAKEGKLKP
BoNT A protease – inhibitors of Botulinum neurotoxin A light chain protease. multiplex microsphere protease substrate cleavage, flow cytometry. inhibition, % at 10 µM. hit rate 0.17% among 360,000. AID 588499; note: plate controls were buffer without enzyme for full effect and enzyme alone for no effect
An asterisk follows results filed as active; ? = inconclusive; . = not tested or not shown. Cut-off read from the data, not from the text of the source, unless noted: active = inhibition above about 30%; inconclusive = no clear call, values can overlap the other calls; inactive = below that. This is a subset; the hit share may differ from the screen's.

SMILES	PriA SSB inh	Anthrax LF inh2	MazF activator	3CLpro inhibitor	Rv3671c protease	CCHFV vOTU inh	PrPC TRFRET	BoNT F protease	VHR inh abs	BoNT A protease
CCN(CC)C(=O)NC1CCCCCCC1	-23	0	2	4	-2	4	6	0	26	0.4
Cc1cccc(C(=O)NC(=S)Nc2ccccc2C(=O)O)c1	-8	-6	-28	-3	4	-1	-1	3	18	-0.4
O=C(Nc1cccc2ccccc12)c1cccc(F)c1	9	5	4	1	.	10	-19	-34	2	1.0
CCOc1ccc(CN2CCN(C/C=C/c3ccc(OC)cc3)CC2CCO)cc1 (centres undefined)	4	-2	3	4	-13	-3	-9	-5	15	-0.4
CCOc1ccc(NC(=O)c2ccc(CNc3c(NC4CCCCC4)c(=O)c3=O)cc2)cc1	.	-3	-10	-1	7	-7	1	-5	42	0.0
Cc1ccc(CN2C(=O)N/C(=C\c3cccn3-c3cccc(C(=O)O)c3)C2=O)cc1	1	2	-7	3	4	0	-10	-2	6	0.0
O=C(CCCSc1ccccc1)Nc1ccc(Cl)c(S(=O)(=O)N2CCOCC2)c1	-16	-1	2	.	-37	14	13	0	.	-0.3
O=C(Cn1ccc([N+](=O)[O-])n1)NCc1nc2ccccc2[nH]1	-8	3	-1	5	-5	-15	-2	-1	41	0.5
Cc1ccc(S(=O)(=O)NC(C)(C)CSc2nncn2C)cc1	-11	-3	7	-1	1	13	1	3	6	-1.0
CCN(C(=O)COc1ccc(N(C)S(=O)(=O)c2ccc(NC(C)=O)cc2)cc1)C1CCCCC1	6	-5	-8	.	-6	2	10	-4	.	0.1
CCNC(=S)NNC(=O)c1cccn(Cc2ccc(Cl)cc2Cl)c1=O	3	-1	-1	-2	-1	-4	-6	-3	27	?
O=C(Cn1nnc2ccccc21)NNC(=O)c1ccccc1	-2	0	10	6	0	4	4	-1	14	-0.6
O=C(OCc1cn([C@H]2C[C@H](c3ccc(Cl)cc3)N(C(=O)C3CCCCC3)C[C@@H]2O)nn1)c1ccccc1	.	-10	-5	.	.	11	-10	-2	.	-0.4
O=C(CCc1nnc(CCc2ccccc2)o1)N1CCCCC1CCn1cccn1 (centres undefined)	14	-1	2	2	-2	-4	-3	-1	30	-0.4
CC1CC(C)CN(C(=O)CN2CCN(Cc3ccc(Cl)cc3)C2=O)C1 (centres undefined)	-5	-3	-2	-6	-4	-1	4	-1	41	0.0
COc1ccccc1-n1cc(C(=O)NCC(=O)N2CCN(Cc3ccccc3)CC2)c2ccccc2c1=O	4	2	2	-2	4	-6	3	5	16	-0.2
O=C(CNS(=O)(=O)c1ccccc1)OCC(=O)c1cccc([N+](=O)[O-])c1	0	-5	4	4	-8	2	-2	14	-8	1.0
NCCSc1c(-c2ccc(Cl)cc2)[nH]c2ccccc12	23	-12	9	1	-3	9	-6	-19	-3	-0.2
Cc1ccc(Nc2nc(N)c([N+](=O)[O-])c(NCc3ccco3)n2)cc1	18	-1	9	2	-12	7	3	-9	-4	-0.7
COc1cccc(C(=O)CN2CCC(NC(=O)NC3CCCCC3)CC2)c1	-8	-9	7	5	.	1	5	-12	-11	-5.1
CCNc1ccc(S(=O)(=O)N(C)C)cc1[N+](=O)[O-]	-1	-4	-4	-3	-2	-2	-7	-4	11	-2.1
CCOC(=O)c1cc(-c2ccco2)nc2c1c(C)nn2-c1ccccc1	-3	.	-1	5	1	-4	-4	.	5	.
CCc1ccc(CN(C)Cc2nc(Cc3ccc(OC)c(OC)c3)no2)nc1	1	1	10	-2	-3	-3	0	-6	25	-0.1
CNc1nc(NCCOc2ccccc2Cl)c2sccc2n1	.	-2	.	.	.	1	19	-5	.	-0.7
Cc1ccc(N(CC(O)CN(C)C)S(=O)(=O)c2ccccc2)cc1 (centres undefined)	-3	0	6	5	2	4	-8	5	-11	0.7
Next part.
SMILES	PriA SSB inh	Anthrax LF inh2	MazF activator	3CLpro inhibitor	Rv3671c protease	CCHFV vOTU inh	PrPC TRFRET	BoNT F protease	VHR inh abs	BoNT A protease
CCOC(=O)c1sc(=N)n(-c2ccc(OC)cc2)c1C	-8	-1	-6	7	8	-4	4	-9	16	-1.2
OCC1(Cc2ccccc2C(F)(F)F)CCN(Cc2ccncc2)CC1	3	-4	1	-1	1	3	1	3	21	0.3
CSc1nc(-c2ccc(Cl)cc2)nn1C(=O)c1ccccc1	2	-3	0	1	1	-14	-3	4	32	0.9
CC1CN(C(=O)COC(=O)c2cc([N+](=O)[O-])ccc2Cl)CC(C)O1 (centres undefined)	-1	2	7	-2	-6	-5	-7	-6	10	-0.6
COc1ccc(OC)c(NC(=O)CCN2CCN(c3ccccc3OC)CC2)c1	8	-18	11	-2	1	-4	-6	-41	64	-7.4
Cc1ccc(NC(=O)C2CCCN(S(=O)(=O)c3ccc4[nH]c(=O)ccc4c3)C2)cc1C (centres undefined)	3	-4	7	0	-49	10	-6	1	33	-0.4
O=C(CN(C(=O)Cn1nnc(-c2cccs2)n1)c1ccc2c(c1)OCCO2)NCc1ccccc1	4	-3	10	2	-10	-7	-1	-2	17	0.3
Cc1nn(-c2nc3ccccc3n2Cc2ccccc2)c2c1C(=O)CC(C)(C)C2	-7	-3	1	0	-4	5	5	5	7	-0.3
COc1ccc(CCC(=O)NNC(=O)c2ccccn2)cc1OC	7	0	5	.	.	2	-1	?	.	-2.4
CC1=C(C(=O)OCc2ccccc2)C(c2ccccc2[N+](=O)[O-])NC(=O)N1C (centres undefined)	13	21	8	-4	0	-5	5	-15	17	1.9
COc1ccc(C(=O)NCC2(c3ccccc3)CCCC2)c(OC)c1	-6	4	4	4	-9	17	0	-17	21	-3.7
C/C(=N\Nc1nc2ccccc2[nH]1)c1ccc2c(c1)OCCO2	.	-4	16	0	6	11	2	-18	-9	0.1
O=C1OC(c2ccccc2)(c2ccc(O)cc2)c2ccccc21 (centres undefined)	-11	-6	6	.	.	6	4	-15	.	-0.3
O=C([C@H](Cc1ccccc1)NS(=O)(=O)c1ccc(Cl)cc1)N1CC[C@@]2(O)CCCC[C@H]2C1	11	-6	-2	1	-6	-11	1	0	0	0.1
CC(C)Oc1ccc(CNC(=S)N/N=C/c2cccnc2)cc1	.	6	2	-1	-15	7	3	1	28	-0.3
COc1ccccc1CN1CC(C(=O)N2CCN(c3ccc(F)cc3)CC2)CC1=O (centres undefined)	2	-1	5	-2	1	-5	-2	7	-9	-0.6
CCOC(=O)[C@@H]1[C@H]2COc3ccccc3[C@@H]2N2C(=O)N(c3ccc(C(F)(F)F)cc3)C(=O)[C@]12C	-15	-2	4	.	-6	-1	4	-1	.	0.2
CCOC(=O)C1=C[C@@H](CC)N(S(=O)(=O)c2ccc(C)cc2)[C@H]1c1cccs1	.	5	.	.	.	3	4	-2	.	-0.1
Cc1ccccc1NS(=O)(=O)c1cc(C(N)=O)ccc1C	-8	3	1	-1	4	6	-3	6	7	0.2
COc1cc(OC)c(OC)cc1CN1CCN(Cc2cccn2C)CC1	14	2	2	4	8	6	6	13	-7	3.2
Cc1cc(C)c(C(=O)NC2CCCc3c2cnn3-c2ccc(C)c(C)c2)c(=O)[nH]1 (centres undefined)	10	2	-2	-4	-5	3	5	0	24	1.1
COc1ccc(CNCc2c(O)c(Cl)cc3c(C)c(C)c(=O)oc23)c(OC)c1	3	7	-1	-3	-4	-371	-7	19	-12	0.9
O=C(NCc1ccc2c(c1)OCO2)c1ccc(Cl)c(S(=O)(=O)NCc2ccccc2)c1	-6	-5	3	4	2	-16	2	-13	4	-1.1
Cn1c(SC2CCCCC2=O)nnc1-c1ccncc1 (centres undefined)	-9	-5	0	-1	-2	-14	5	-2	34	-0.5
CC(C)Cn1cc(C(=O)NCCCN2CCCC2=O)c2c3ccccc3n(C)c2c1=O	4	0	3	-5	-2	-33	4	-2	-4	-1.4
New compounds follow:
SMILES	PriA SSB inh	Anthrax LF inh2	MazF activator	3CLpro inhibitor	Rv3671c protease	CCHFV vOTU inh	PrPC TRFRET	BoNT F protease	VHR inh abs	BoNT A protease
COCCNC(=S)N1CCN(c2ccc(Cl)cc2)CC1	-7	-3	1	-1	-11	1	-1	-2	22	-0.6
C[C@@H]1CCCCO[C@@H](CN(C)C(=O)CCCN(C)C)[C@@H](C)CN([C@H](C)CO)C(=O)c2cc(NC(=O)CCC(F)(F)F)ccc2O1	.	-1	7	.	.	-3	-6	-6	.	-0.5
Cc1ccc(SC(C)c2nc(-c3cccnc3)no2)cc1 (centres undefined)	-23	-1	1	7	9	0	2	-7	21	1.5
C=CCOc1ccc(CNCC2CCCO2)cc1 (centres undefined)	-2	-6	10	1	10	-8	-3	-21	-4	-6.0
CCCCn1c(=N)n(CC(O)COc2ccc(C)cc2)c2ccccc21 (centres undefined)	-11	-3	21	-2	6	10	-4	-8	11	1.2
CC(/C=N/NC(=O)Cn1cnc2c1c(=O)n(C)c(=O)n2C)=C\c1ccccc1	.	-1	4	-3	21	0	6	-5	-5	-0.4
CC(C)(C)C(=O)N1Cc2cc(N3CCOCC3)ccc2-n2nncc2C1	.	-1	.	.	.	1	-6	-2	.	0.6
CC(=O)N1CCC(C(=O)Nc2cc(S(=O)(=O)N3CCCCC3)ccc2C)CC1	.	-3	-16	.	.	2	2	-4	.	0.2
COc1ccc(C2=NOC(C(=O)Nc3ccc4c(c3)OCO4)C2)cc1OC (centres undefined)	18	-2	2	-9	-7	-2	1	-19	11	-2.8
Cn1c(=O)c2c(nc(N3CCCCCC3)n2CC(=O)c2ccccc2)n(C)c1=O	-24	-3	0	0	1	14	8	-10	25	-0.2
Cc1ccc(C(=O)Oc2ccccc2N2C(=O)C3C4CCC(C4)C3C2=O)cc1 (centres undefined)	8	1	-2	-2	-2	-11	9	2	5	0.0
Cc1ccc(CSc2nnc(-c3ccncc3)n2N)cc1	0	.	1	1	-1	-10	6	.	25	.
CCN(CC)CCOC(=O)c1ccc(NC(=O)c2cccc(C)c2[N+](=O)[O-])cc1	-6	-1	2	-1	7	0	0	-6	30	-0.2
Cc1ccc(C(=O)NCC(=O)OC(C)C(=O)NC2CCCc3ccccc32)cc1 (centres undefined)	-21	-3	7	.	-7	-5	-6	0	.	1.0
Cc1cccc(NC(=O)CN2C(=O)CCSc3ccc(S(=O)(=O)N4CCOCC4)cc32)c1C	-13	3	-1	7	-4	7	-9	-4	-2	-0.8
O=C(Nc1nnc(SCC(=O)N2CCCCC2)s1)c1ccccc1F	-1	-5	-35	1	-4	22	3	-1	22	-1.9
CCC(C)(C(=O)Nc1ccc(OC)cc1)N(C)C(=O)Cn1nnnc1N (centres undefined)	-14	-3	10	-6	-1	-4	3	-6	12	-1.0
O=C1CCc2cc(S(=O)(=O)N3CCCC3C(=O)NC3CCCCCCC3)ccc2N1 (centres undefined)	-7	-3	15	0	2	4	2	-2	27	-0.3
Cn1c(Cn2c(=O)sc3ccccc32)nnc1SCC(=O)NCc1ccccc1Cl	-10	4	6	2	5	-9	-5	-10	5	-0.3
Cc1c(C(=O)NCc2cccc(C(F)(F)F)c2)sc(=O)n1Cc1ccc(C(=O)N(C)C)cc1	.	0	.	.	.	6	-2	1	.	0.3
COc1ccc([C@@H]2C[C@H]3[C@@H](CN2S(=O)(=O)c2ccccc2)C(=O)C[C@@H](c2ccc(C)cc2)N3S(=O)(=O)c2ccc(C)cc2)cc1	.	-5	-12	.	.	7	-1	-2	.	-0.2

Single records, as listed above. Order of screens: PriA SSB inh	Anthrax LF inh2	MazF activator	3CLpro inhibitor	Rv3671c protease	CCHFV vOTU inh	PrPC TRFRET	BoNT F protease	VHR inh abs	BoNT A protease
CCOC(=O)[C@@H]1[C@H]2COc3ccccc3[C@@H]2N2C(=O)N(c3ccc(C(F)(F)F)cc3)C(=O)[C@]12C across the screens: -15	-2	4	.	-6	-1	4	-1	.	0.2
COc1cc(OC)c(OC)cc1CN1CCN(Cc2cccn2C)CC1 across the screens: 14	2	2	4	8	6	6	13	-7	3.2
OCC1(Cc2ccccc2C(F)(F)F)CCN(Cc2ccncc2)CC1 across the screens: 3	-4	1	-1	1	3	1	3	21	0.3
CCOc1ccc(NC(=O)c2ccc(CNc3c(NC4CCCCC4)c(=O)c3=O)cc2)cc1 across the screens: .	-3	-10	-1	7	-7	1	-5	42	0.0
O=C(Cn1ccc([N+](=O)[O-])n1)NCc1nc2ccccc2[nH]1 across the screens: -8	3	-1	5	-5	-15	-2	-1	41	0.5
